Screening data deposited in PubChem BioAssay by several laboratories.
TcdB GH inh: TcdB glycohydrolase inhibition; P18177; TcdB glycohydrolase enzymatic assay, plate reader; inhibition, % at 9.99 µM; 350,000 tested, 0.24% active; in the data active means inhibition above about 10%
BoNT A protease: BoNT A light chain protease inhibition | multiplex microsphere protease substrate cleavage, flow cytometry | inhibition, % at 10 µM | 360,000 tested, 0.17% active; further: plate controls were buffer without enzyme for full effect and enzyme alone for no effect
CCHFV vOTU inh: blocks the CCHF virus ovarian tumor domain protease | 370,000 tested, 0.55% active | inhibition, % at 11.5 µM | CCHFV vOTU protease, Pep-AMC fluorescence | AID 651958; in the data active means inhibition above about 30%; further: 0% = vehicle wells with enzyme and 100% = no enzyme wells
DUSP3 inh: DUSP3 (human) phosphatase inhibition | P51452 | recombinant VHR phosphatase, pNPP absorbance | inhibition, % at 13.3 µM | 290,000 tested, 0.52% active; in the data active means inhibition above about 50%; further: some compounds called inactive have numbers as strong as hits
Target sequence (P51452 whole entry, looked up): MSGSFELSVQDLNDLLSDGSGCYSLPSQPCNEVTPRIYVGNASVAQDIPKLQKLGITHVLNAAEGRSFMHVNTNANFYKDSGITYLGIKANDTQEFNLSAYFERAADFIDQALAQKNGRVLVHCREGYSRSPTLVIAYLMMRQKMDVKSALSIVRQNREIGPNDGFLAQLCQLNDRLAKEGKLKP
3CLpro inhibitor: SARS-CoV 3CLpro protease inhibition; recombinant SARS-CoV 3CLpro, quenched FRET peptide cleavage; inhibition, % at 6 µM; 290,000 tested, 0.14% active; AID 1706; in the data active means inhibition above about 12%
Vc quorum ag: quorum light induction in luxS cqsA deficient V. cholerae; activation, % at 18.7 µM; 350,000 tested, 0.16% active; V. cholerae BH1578 lux reporter, luminescence, 6 h; in the data active means activation mostly above about 9.7%, no sharp cut-off; inconclusive means no clear call, values can overlap the other calls; inactive means mostly below about 3.7%; further: not every result past the cut was called active; inactives centre near 0; reference of the scale not given here
PriA SSB inh: blocks PriA binding to SSB C-terminal tail | AlphaScreen SSBct-PriA binding, biotinylated peptide | inhibition, % at 33 µM | 430,000 tested, 0.6% active | AID 1272365; in the data active means inhibition mostly above about 37%, no sharp cut-off; inactive means mostly below about 20%;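 further: plate controls were negative control peptide for no effect and reference peptide for full effect; strong numbers were not always called active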
PfHsp40 rescue: rescue of PfHsp40-mediated yeast toxicity; S. cerevisiae expressing PfHsp40, growth rescue, ATP luminescence; 340,000 tested, 0.68% active; AID 504582; growth rescue, % at 12.5 µM; in the data active means growth rescue above about 28%, passing the limit was not always enough; inconclusive means no clear call, values can overlap the other calls;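 further: yeast W303a lacking pdr1 and pdr3 grown in galactose medium; growth measured after three days at 30 °C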
Anthrax LF prot: blocks Bacillus anthracis lethal factor protease | P15917 | multiplex microsphere protease cleavage assay, LF | inhibition, % at 10 µM | 360,000 tested, 0.12% active; further: plate controls were buffer without enzyme for full effect and enzyme alone for no effect
Target sequence (P15917 whole entry, looked up): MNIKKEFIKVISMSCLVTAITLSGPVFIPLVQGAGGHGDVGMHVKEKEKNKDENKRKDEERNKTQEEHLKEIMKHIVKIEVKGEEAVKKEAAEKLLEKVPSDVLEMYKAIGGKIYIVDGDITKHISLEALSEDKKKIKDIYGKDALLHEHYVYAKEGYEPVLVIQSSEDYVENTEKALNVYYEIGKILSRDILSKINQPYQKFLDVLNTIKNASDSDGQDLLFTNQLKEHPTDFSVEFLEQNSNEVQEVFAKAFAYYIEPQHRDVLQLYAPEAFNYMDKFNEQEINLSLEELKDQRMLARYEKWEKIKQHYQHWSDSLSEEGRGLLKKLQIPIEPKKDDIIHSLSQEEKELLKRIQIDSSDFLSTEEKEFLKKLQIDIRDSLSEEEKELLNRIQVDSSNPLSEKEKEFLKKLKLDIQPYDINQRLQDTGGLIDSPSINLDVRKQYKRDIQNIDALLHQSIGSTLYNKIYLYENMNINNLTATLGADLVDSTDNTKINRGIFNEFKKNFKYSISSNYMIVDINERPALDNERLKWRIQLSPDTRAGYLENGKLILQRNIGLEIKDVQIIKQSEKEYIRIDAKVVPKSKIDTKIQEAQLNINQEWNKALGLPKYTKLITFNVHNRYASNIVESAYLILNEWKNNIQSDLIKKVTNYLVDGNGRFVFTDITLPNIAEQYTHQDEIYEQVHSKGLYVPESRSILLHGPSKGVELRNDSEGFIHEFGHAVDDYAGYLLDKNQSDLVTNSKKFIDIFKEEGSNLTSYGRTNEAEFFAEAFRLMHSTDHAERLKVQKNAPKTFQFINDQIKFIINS
Y pestis TopoI: blocks Yersinia pestis topoisomerase I activity; 360,000 tested, 0.064% active; Y. pestis Topo-I cleavage product accumulation, plate reader; AID 504884; activity, % at 10 µM; in the data active means activity above about 50%, passing the limit was not always enough; inconclusive means no clear call, values can overlap the other calls; further: inactives centre near 2
* = called active by the depositor; i = inactive; ? = inconclusive; . = no result given. Unless noted, no stated cut-off is given here; in the data, active means inhibition above about 30%; inconclusive means no clear call, values can overlap the other calls; inactive means below that. Not all compounds are listed (hit frequency here may not be typical).

SMILES	TcdB GH inh	BoNT A protease	CCHFV vOTU inh	DUSP3 inh	3CLpro inhibitor	Vc quorum ag	PriA SSB inh	PfHsp40 rescue	Anthrax LF prot	Y pestis TopoI
COc1ccccc1CN(C)c1ccc(S(=O)(=O)N2CCN(C)CC2)cn1	0.4	3.8	-12	.	.	i	2	-1.6	-2	3
CCN1C(=O)[C@H]2[C@@H](c3ccc(C)cc3)N3C(=O)N(c4ccc(C(F)(F)F)cc4)C(=O)[C@@]3(Cc3ccccc3)[C@H]2C1=O	0.7	-0.2	7	-3	1	1.2	3	1.0	-1	-3
CCN1CCN(C(=O)Cn2cnc3sc(C)c(S(=O)(=O)N4CCN(c5ncccn5)CC4)c3c2=O)CC1	-0.2	-0.5	-9	33	0	i	-20	-0.3	-6	-15
CCOC(=O)CN1C(=O)C(Sc2n[nH]c(-c3cccc(C)c3)n2)CCc2ccccc21 (stereo not given)	.	-0.5	11	22	2	-1.5	6	2.5	-2	24
CC1(C)CC(NC(=O)c2ccc(Cl)cc2Cl)CC(C)(C)N1	0.4	-1.2	1	2	0	-0.6	-17	1.1	-1	-3
COc1cc(C2c3cc(O)c(OC)cc3CC(C(=O)O)C2CO)ccc1O (stereo not given)	-2.0	-0.7	5	.	.	i	-3	-0.9	-3	-11
CCCn1c(=O)c(Cc2ccccc2)c(O)c2ccccc21	.	1.3	7	-6	0	i	-5	-1.1	1	-3
CC1CC(C)OP(=O)(OCCC#N)O1 (stereo not given)	-1.0	-0.3	5	.	.	i	-7	-0.6	-3	-5
O=C1C2CCCN2C(=S)N1c1ccc(Cl)cc1 (stereo not given)	1.0	1.1	-7	20	5	0.4	-28	0.1	0	-7
COCCNC(=S)N1CCN(S(=O)(=O)c2ccc(Cl)s2)CC1	0.9	0.6	8	-2	-1	i	5	-1.0	0	11
CCCn1c(=N)n(CC(=O)c2ccc(Cl)c(Cl)c2)c2ccccc21	0.3	-0.7	12	0	0	-0.8	-4	0.4	7	-3
O=C(N1CCN(Cc2ccccc2)CC1)C(Cl)(Cl)Cl	1.8	-0.3	-2	3	3	-0.1	-18	-0.5	1	7
FC(F)(F)c1ccc(N=Cc2sc(N3CCOCC3)nc2-c2ccccc2)cc1	-0.8	-0.7	4	9	-3	i	4	1.4	0	-4
CC1(NC(=O)Nc2cccc3ccccc23)CCS(=O)(=O)C1 (stereo not given)	1.0	0.2	11	7	6	i	-8	6.1	2	3
Cc1c(/C(O)=C2\C(=O)C(=O)N(CCN(C)C)C2c2cccnc2)cnn1-c1ccccc1 (stereo not given)	.	-0.5	12	18	-4	i	.	-0.8	-3	-4
CC1CN(C2CCN(S(=O)(=O)c3ccc(F)cc3)CC2)CC(C)O1 (stereo not given)	.	-5.8	2	11	4	-0.2	-9	0.1	0	2
CCC(C)(C)n1nnnc1C(c1ccccn1)N1CCN(c2cccc(OC)c2)CC1 (stereo not given)	.	-0.4	-7	18	5	0.6	1	-0.1	-2	15
COC(=O)C(CC(C)C)NC(=O)/C=C/c1ccc(Cl)cc1 (stereo not given)	1.1	-0.4	2	30	2	i	-14	1.2	-1	-2
COc1cc2[nH]c(=O)n(CCC(=O)NC3CCN(Cc4ccccc4)CC3)c(=O)c2cc1OC	.	-0.2	0	14	-2	-7.5	-5	-1.4	-2	-8
O=C(O)c1c[nH]c2ccc(F)cc2c1=O	-7.2	-1.3	10	28	2	-0.4	-7	-0.8	-2	6

Entries above with an NH in an aromatic ring, in the order listed:
SMILES	TcdB GH inh	BoNT A protease	CCHFV vOTU inh	DUSP3 inh	3CLpro inhibitor	Vc quorum ag	PriA SSB inh	PfHsp40 rescue	Anthrax LF prot	Y pestis TopoI
CCOC(=O)CN1C(=O)C(Sc2n[nH]c(-c3cccc(C)c3)n2)CCc2ccccc21 (stereo not given)	.	-0.5	11	22	2	-1.5	6	2.5	-2	24
COc1cc2[nH]c(=O)n(CCC(=O)NC3CCN(Cc4ccccc4)CC3)c(=O)c2cc1OC	.	-0.2	0	14	-2	-7.5	-5	-1.4	-2	-8
O=C(O)c1c[nH]c2ccc(F)cc2c1=O	-7.2	-1.3	10	28	2	-0.4	-7	-0.8	-2	6

Later entries:
SMILES	TcdB GH inh	BoNT A protease	CCHFV vOTU inh	DUSP3 inh	3CLpro inhibitor	Vc quorum ag	PriA SSB inh	PfHsp40 rescue	Anthrax LF prot	Y pestis TopoI
COc1ccc(CCNC(=O)C2CCCN2C(=O)Nc2ccc(Cl)cc2)cc1OC (stereo not given)	-0.3	2.5	10	38	0	i	-4	0.2	-13	-3
Cc1ccc(S(=O)(=O)N2C[C@H]3[C@H]4C(=O)N(Cc5ccccc5)C(=O)[C@H]4CC(=O)[C@H]3[C@@H]2c2ccccc2F)cc1	1.4	0.6	-3	.	.	.	.	.	-6	.
CN(C)c1ccc(-c2cccc(C3CC=CC4C3C(=O)N(Cc3ccccc3)C4c3ccc(C(F)(F)F)cc3)c2)cc1 (stereo not given)	.	-0.6	-3	7	.	-0.3	-13	-0.5	3	-2
Cc1ccc(S(=O)(=O)N(Cc2cc3ccccc3[nH]c2=O)c2cccc(C)c2)cc1	1.6	-0.3	-30	0	2	i	-1	-0.5	-9	9
CCOC(=O)CSc1cc(=O)n(C)c2cc(Cl)ccc12	.	0.4	9	0	9	i	-14	0.1	-1	11
CN1CCN(c2ccc(S(=O)(=O)N3CCOCC3)cc2NC(=O)COc2ccc(C#N)cc2)CC1	1.1	0.0	-2	.	.	-0.8	-14	-0.3	2	4
C=C(C)COc1ccc(-c2nc(N)ncc2Oc2ccccc2OCC)c(O)c1	.	0.4	3	-10	1	-0.4	-12	0.6	-4	13
O=C(CCCOc1ccc(Cl)cc1Cl)Nc1nnc(C2CC2)s1	0.4	1.4	-4	2	-1	-0.4	3	-1.2	0	0
C=CCNC(=O)c1ccc(N(CC=C)S(C)(=O)=O)cc1	.	0.6	11	-9	-1	-7.1	-22	-1.2	-3	-6
O=C(CCSc1ccc(Cl)cc1)N1CCN(c2ncccn2)CC1	.	0.4	3	28	4	8.3	-11	1.6	0	35
c1csc(-c2nc(N3CCOCC3)c3ccccc3n2)c1	1.3	-2.9	3	-11	1	i	-15	0.4	-4	3
CC1=NN(Cc2ccccc2)C(=O)C1	.	1.3	36*	-6	-3	i	-14	-1.6	-5	-8
Cc1ccc(NC(=O)c2ccc(NCCCN3CCOCC3)c([N+](=O)[O-])c2)cc1Cl	.	-0.1	1	2	1	-0.3	37	-1.4	0	17
O=S(=O)(c1cc(Cl)ccc1Cl)N1CCN(Cc2ccc3c(c2)OCO3)CC1	-0.2	-0.5	-2	25	-4	0.4	-1	-0.1	-2	27
CS(=O)(=O)N1CCCC(C(=O)NC2CCCCCCC2)C1 (stereo not given)	0.8	-0.7	3	1	2	i	-9	-0.7	-2	4
CCCNc1c(NC(=O)c2ccc3c(c2)OCO3)c(=O)oc2ccccc12	-9.4	0.8	14	-7	-1	-0.6	-9	0.3	-2	-2
Cc1ccc(/C=N/Nc2nc(N3CCOCC3)nc(N3CCOCC3)n2)o1	-1.7	0.6	9	29	-1	-1.7	.	-0.3	4	7
COc1ccc(S(=O)(=O)NC2CCCCCC2)cc1C(N)=O	0.2	-0.4	-9	-23	-4	i	1	-0.3	-2	-11
COc1ccc(NC(=O)CSc2nc(=O)n(CCN3CCOCC3)c3c2CCC3)c(OC)c1	-1.9	1.8	10	.	.	-1.4	1	0.8	0	19
CC1CCCCN1Cc1ccc(Cl)nc1 (stereo not given)	-4.8	0.4	1	19	4	i	-3	-1.8	6	-9
COCC(C)n1c(C)cc(C(=O)Cn2c(=O)oc3ccccc32)c1C (stereo not given)	.	-0.3	19	11	4	7.1	8	0.4	4	19
CC1(C)Cc2c(sc(NC(=O)c3ccc4ncsc4c3)c2C(N)=O)C(C)(C)N1	-1.1	-0.1	3	8	-4	-1.3	-7	0.3	1	-1
O=C(CSc1nnc(CNC(=O)c2c(F)cccc2F)o1)Nc1ccc2c(c1)OCCO2	0.5	-3.3	-7	10	1	-0.5	-13	0.4	-3	6
Cc1cn([C@H]2C[C@H](O)[C@@H](CNCc3ccc(C#CCCO)cc3)O2)c(=O)[nH]c1=O	0.1	-0.3	-4	.	.	-0.5	.	.	-4	3
O=C(c1ccc2ncsc2c1)N1CCN(c2cccc(C(F)(F)F)c2)CC1	-0.2	1.2	7	.	.	i	-6	-0.5	3	26
COc1cccc(C2NC(=O)NC(C)=C2C(=O)OCC2CCCO2)c1 (stereo not given)	2.6	-0.1	-2	23	-2	i	8	-0.6	2	1
CC1(C)Cc2c(cnn2-c2ccc(F)cc2)C(NC(=O)CCc2ccncc2)C1 (stereo not given)	0.6	0.2	4	9	-3	-0.4	-8	-1.3	0	4
CN(C)c1ccc2c(c1[N+](=O)[O-])Cc1ccccc1-2	0.6	0.1	5	.	.	i	10	-1.0	-3	-6
COc1ccccc1N1CCN(C2CCCCC2NS(=O)(=O)c2ccccc2)CC1 (stereo not given)	2.1	-1.9	13	1	0	-3.7	2	-0.2	-2	-2
CCOc1ccc(NC(=S)N2CCC(c3nc4ccccc4[nH]3)CC2)cc1	0.7	-0.1	-7	8	3	-0.6	1	0.1	-6	-1
CN(C(=O)c1cccc(NC(=O)C2CCCN(C(=O)OC(C)(C)C)C2)c1)C1CCCC1 (stereo not given)	0.5	0.9	3	.	.	-0.3	-9	0.4	2	40
CC(C)C[C@H](NC(=O)C1CC(=O)N(c2ccc3c(c2)OCCO3)C1)C(=O)NC1CCCC1 (stereo not given in full)	-0.5	2.1	7	2	0	i	2	1.2	-2	-11
N#CCC(=O)NN=C1CCCCCCCCCCC1	-0.8	0.5	3	13	0	i	0	1.3	-2	-10
O=C(NN=C1c2ccccc2-c2ccccc21)c1ccccc1Br	1.2	-2.0	-4	10	-5	-0.4	7	0.5	-3	-1
Cn1c(=O)n(C)c2cc(NS(=O)(=O)c3ccccc3)ccc21	.	2.5	.	6	-1	-0.5	3	-0.4	-3	0
CCc1nnc(N/N=C/c2c(Cl)cccc2Cl)n1N	.	-0.7	77*	8	-1	-3.7	.	-2.0	-3	0
Cc1ccc2nc(-c3ccccc3)cc(C(=O)NCCCn3ccnc3)c2c1	.	0.8	-15	38	-4	-0.3	15	0.5	1	19
CCCC(=O)C1=C(c2ccccc2)C(C#N)(C#N)C(C#N)=C1N	.	0.6	2	12	-5	-0.3	2	-0.9	-8	-1
O=C(CSc1nnc(NC(=O)c2ccco2)s1)Nc1ccccc1Br	-1.3	0.8	-2	29	-2	-0.2	-15	-0.9	-1	0
COc1ccc(CNCc2ccco2)cc1OCc1ccccc1	.	-1.4	7	-12	2	-8.7	-23	-0.6	-6	6
CSc1nc(-c2ccccc2)ccc1C(N)=O	.	?	-1	6	0	-0.5	-8	2.1	-1	0
Cc1c(C(=O)N2CCCCC2)sc(N)c1C#N	.	0.2	1	17	-5	i	-8	-1.2	-2	0
Cc1ccsc1/C=N/Nc1ccc(Cl)nn1	0.5	1.5	14	17	3	3.7	i	-2.0	-8	7
CC1Cc2ccccc2N1C(=O)COC(=O)c1ccc(Cl)nc1 (stereo not given)	3.0	-0.5	-11	9	-2	-1.4	6	0.4	0	5
CN(c1ccccc1)S(=O)(=O)c1ccc(C(=O)NCc2ccc(F)cc2)cc1	1.5	1.6	-1	.	.	1.9	-17	2.6	-1	9
Cc1cc(=O)oc2cc(OCC3CC(c4ccc(N(C)C)cc4)=NO3)ccc12 (stereo not given)	.	0.8	-32	8	-5	i	-5	-1.7	4	8
CN1/C(=C\C(=O)c2cncc(Br)c2)C(C)(C)c2ccccc21	.	9.2	-8	-5	-2	-0.1	-87	1.6	4	24
CCOC(=O)C1CCCN(C(=O)Cc2ccc(Cl)cc2)C1 (stereo not given)	.	0.7	11	-11	-10	-4.5	-24	-1.3	4	-3
CCN(CC)C(=O)CCc1nnc(Cc2cccc(C(F)(F)F)c2)o1	-1.1	-0.6	-1	6	3	-0.8	-8	0.3	3	3
O=C(CCNS(=O)(=O)c1ccc(Br)s1)N1CCCCC1	.	-0.4	0	-13	-4	i	-7	0.2	-1	-1
